POLI inh – qHTS for Inhibitors of Polymerase Iota | Pol iota fluorescent replication assay, 10 min | hit rate 1% among 390,000 | AID 588590, 2011 | Potency, µM (titrated, usually from 115 µM), for inactives: top-dose activity, negative = inhibition, most hits filed as inhibitors
Target sequence (Q9UNA4 whole entry, looked up): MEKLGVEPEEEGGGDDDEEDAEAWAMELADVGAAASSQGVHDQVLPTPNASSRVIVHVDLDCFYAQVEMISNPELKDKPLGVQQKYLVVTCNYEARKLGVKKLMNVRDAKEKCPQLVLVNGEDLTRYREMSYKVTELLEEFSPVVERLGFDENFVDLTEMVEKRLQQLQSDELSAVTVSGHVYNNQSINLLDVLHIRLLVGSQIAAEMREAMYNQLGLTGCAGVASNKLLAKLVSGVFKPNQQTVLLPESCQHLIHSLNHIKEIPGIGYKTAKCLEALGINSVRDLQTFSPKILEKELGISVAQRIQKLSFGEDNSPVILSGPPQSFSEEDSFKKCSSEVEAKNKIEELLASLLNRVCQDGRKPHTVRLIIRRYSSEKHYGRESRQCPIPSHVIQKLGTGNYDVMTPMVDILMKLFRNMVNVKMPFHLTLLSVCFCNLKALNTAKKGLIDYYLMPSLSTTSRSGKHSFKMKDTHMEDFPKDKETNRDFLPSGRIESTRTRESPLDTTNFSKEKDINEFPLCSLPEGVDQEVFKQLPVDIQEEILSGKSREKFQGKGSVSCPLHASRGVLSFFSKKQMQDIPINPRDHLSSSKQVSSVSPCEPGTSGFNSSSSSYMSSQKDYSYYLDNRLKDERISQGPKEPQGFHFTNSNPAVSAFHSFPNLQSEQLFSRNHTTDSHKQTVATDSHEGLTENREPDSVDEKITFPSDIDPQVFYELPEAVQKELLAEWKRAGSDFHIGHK
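Pol iota at 10 nM preincubated 15 min with compounds at room temperature; reaction started with fluorescent substrate, 50 nM final. Fluorescence read kinetically at 0 and 10 min; buffer-only wells as negative control.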
POLB inh – qHTS Assay for Inhibitors of DNA Polymerase Beta | P06746 | Pol beta primer extension/strand displacement, fluorescence kinetic | Potency, µM (titrated, usually from 114 µM), inactives show at the top dose activity change, negative = inhibition, hits mostly inhibitors | hit rate 1.3% among 340,000 | AID 485314, 2010; further: on the % scale 0 is the no-effect control and ±100 the full control effect
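Human Pol beta at 10 nM; strand-displacement substrate 50 nM final. Compound exposure 15 min at room temperature before start, reaction 10 min at room temperature.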
POLK inh – qHTS for Inhibitors of Polymerase Kappa. hit rate 0.53% among 400,000. purified Pol kappa, fluorescent DNA synthesis assay, 10 min. Potency, µM (titrated, usually from 107 µM), for inactives: at the highest dose activity, negative = inhibition, most hits filed as inhibitors. DNA polymerase kappa (Homo sapiens), Q9UBT6; further: on the % scale 0 is the no-effect control and ±100 the full control effect
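10 nM Pol kappa was preincubated with compounds for 15 min at room temperature. Reaction started with 50 nM (final) substrate. Fluorescence read kinetically at 0 and 10 min.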
G9a inh – qHTS Assay for Inhibitors of Histone Lysine Methyltransferase G9a. Potency, µM (top dose mostly 102 µM), inactives show top-dose activity, negative = inhibition, most hits filed as inhibitors. AID 504332, 2011. hit rate 8.8% among 350,000. G9a H3K9 monomethylation, AlphaScreen, 2 h. Histone-lysine N-methyltransferase EHMT2 (Homo sapiens), Q96KQ7; further: on the % scale 0 is the no-effect control and ±100 the full control effect; nearly all actives have a fitted effect of over 75% in size
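G9a (20 nM) was preincubated 15 min with compound, then reacted 2 h at room temperature with 500 nM biotin-H3K9 peptide and 20 µM SAM. Monomethyl-H3K9 detected by AlphaScreen using anti-H3K9me1 antibody.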
BLM helicase inh – qHTS Assay for Inhibitors of Bloom's syndrome helicase (BLM). RecQ-like DNA helicase BLM (Homo sapiens), P54132. recombinant BLM DNA unwinding, fluorescence dequenching. Potency, µM (series often up to 56.1 µM), without a hit: at the top dose activity change, negative = inhibition, hits mostly inhibitors. hit rate 0.2% among 350,000;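 further: plate controls were vehicle for no effect and no enzyme for full effect; nearly all actives have a fitted effect of over 35% in size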
Apoferritin bind – qHTS Assay for Identification of Novel General Anesthetics; Ferritin light chain (Equus caballus), P02791; apoferritin/1-aminoanthracene competitive binding, fluorescence; Potency, µM (series often up to 77.5 µM), for inactives: at the highest dose activity change, negative = displacement, most hits filed as inhibitors; hit rate 0.074% among 350,000; further: on the % scale 0 is the no-effect control and ±100 the full control effect; nearly all actives have a fitted effect of over 20% in size
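Horse-spleen apoferritin (10 uM) in 50% saturated 1-aminoanthracene in PBS was incubated 10 min at room temperature with compound. Fluorescence (ex 380, em 535 nm) was normalized to free and bound 1-AMA, with concentration-response fitted by a four-parameter Hill equation.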
BAZ2B inh – qHTS Assay for Inhibitors of BAZ2B. hit rate 4.4% among 360,000. Bromodomain adjacent to zinc finger domain protein 2B (Homo sapiens), Q9UIF8. AlphaScreen BAZ2B-H3K14Ac peptide displacement. Potency, µM (top dose mostly 114 µM), without a hit: at the highest dose activity change, negative = inhibition, usual class: inhibitors; further: on the % scale 0 is the no-effect control and ±100 the full control effect; nearly all actives have a fitted effect of over 60% in size
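In this displacement format the biotinylated H3(5-23) peptide acetylated at Lys14 serves as ligand at 50 nM, with BAZ2B at 50 nM in PBS pH 7.4 containing 0.01% Tween-20. Donor and acceptor beads are 10 ug/mL final.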
APEX1 inh – qHTS Assay for Inhibitors of the Human Apurinic/apyrimidinic Endonuclease 1 (APE1); DNA repair nuclease/redox regulator APEX1 (Homo sapiens), P27695; recombinant APE1, TAMRA/BHQ-2 abasic DNA cleavage fluorescence; Potency, µM (top dose mostly 65.8 µM), without a hit: at the highest dose activity change, negative = inhibition, hits mostly inhibitors; hit rate 0.35% among 350,000; AID 2517, 2012;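 further: plate controls were vehicle for no effect and reference inhibitor for full effect; nearly all actives have a fitted effect of over 55% in size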
Target sequence (P27695 whole entry, looked up): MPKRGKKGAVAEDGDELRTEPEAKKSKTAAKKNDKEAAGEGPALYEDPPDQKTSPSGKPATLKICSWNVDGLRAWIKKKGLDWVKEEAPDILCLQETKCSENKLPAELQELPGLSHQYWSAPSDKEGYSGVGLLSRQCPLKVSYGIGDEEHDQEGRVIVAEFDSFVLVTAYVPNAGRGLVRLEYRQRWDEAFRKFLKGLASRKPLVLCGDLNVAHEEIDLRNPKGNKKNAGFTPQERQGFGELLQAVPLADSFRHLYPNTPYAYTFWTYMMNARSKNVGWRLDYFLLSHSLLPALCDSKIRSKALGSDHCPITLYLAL
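Step 1: APE1 (0.75 nM) with compound, 15 min RT. Step 2: add 50 nM fluorophore/quencher THF duplex. Step 3: three fluorescence reads 60 s apart (525/598 nm); read 3 minus read 1 = reaction progress.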
POLH inh – qHTS for Inhibitors of Polymerase Eta; DNA polymerase eta (Homo sapiens), Q9Y253; recombinant Pol eta, fluorescent DNA replication assay; Potency, µM (top dose mostly 114 µM), inactives show at the top dose activity change, negative = inhibition, usual class: inhibitors; hit rate 1.2% among 390,000; further: on the % scale 0 is the no-effect control and ±100 the full control effect
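Fluorescent replication assay: 50 nM final substrate added after a 15 min room-temperature compound preincubation with 10 nM enzyme. Signal taken at 0 min and again at 10 min.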
An asterisk follows results filed as active; [ ] = remark or other dose. The call rests on the fitted dose curve; in most records, active means well fitted curve in the direction sought with a large enough effect; inconclusive means small, poorly fitted or top-dose-only effect, or another doubt; inactive means no such curve, though single readings can be large; an effect the other way counts as inactive or inconclusive. Potency means the concentration at half of the fitted maximal effect.

Screening COCCN1Cc2cccc(C(=O)Nc3cccc(-c4nc5ccccc5[nH]4)c3)c2C1=O returned POLI inh inconclusive, POLB inh 4%, POLK inh -17%, BLM helicase inh -7%, Apoferritin bind -9%, BAZ2B inh -18%, APEX1 inh -1% and POLH inh 5%.
`CSCCC(NC(=O)c1ccccc1Cl)C(=O)N1CCN(C(c2ccccc2)c2ccccc2)CC1` (stereo not drawn) gave POLI inh -19%, POLB inh 32%, POLK inh -6%, BLM helicase inh -8%, Apoferritin bind 49%[activator], BAZ2B inh -26%, APEX1 inh -6% and POLH inh -17%.
O=S(=O)(/N=C/c1c(O)ccc2ccccc12)c1cccs1 was read as POLB inh 1%, G9a inh 1.4µM*, BLM helicase inh -7%, Apoferritin bind -16%, BAZ2B inh 9% and APEX1 inh -2%.
For Nc1[nH]nc2ncc3cc4ccccc4nc3c12 the results were POLI inh -20%, POLB inh inconclusive, POLK inh -9%, G9a inh 35µM*, BLM helicase inh 1%, Apoferritin bind -8%, BAZ2B inh inconclusive, APEX1 inh 17% and POLH inh inconclusive.
CN(C1=C(N2CCOCC2)C(=O)c2ccccc2C1=O)c1ccccc1 was read as POLI inh 9%, POLB inh -10%, POLK inh 1%, G9a inh 10µM*, BLM helicase inh -4%, Apoferritin bind -13%, BAZ2B inh 10µM*, APEX1 inh -1% and POLH inh -24%.
Screening CC1(C)CC(=O)C2=C(C1)N(c1cccc(O)c1)C1=C(C2)C(=O)CC(C)(C)C1 returned POLI inh 32%[activator], POLB inh 0%, POLK inh -5%, G9a inh 2.2µM*, BLM helicase inh -3%, Apoferritin bind 442%[activator], BAZ2B inh inconclusive, APEX1 inh -1% and POLH inh -10%.
`CC(C)C(=O)N1CCC(n2nccc2NC(=O)CCc2ccccc2)CC1` gave POLI inh 22%, POLB inh 0%, POLK inh -16%, G9a inh 2%, BLM helicase inh -1%, Apoferritin bind 9%, BAZ2B inh -2%[57.1 µM], APEX1 inh 48% and POLH inh 0%.
For Cc1ccc2c(c1)N(CC(=O)N1CCCCC1C)C(=O)CO2 (stereo not drawn) the results were POLI inh 12%, POLB inh 16%, POLK inh 5%, G9a inh 12%, BLM helicase inh -2%, Apoferritin bind -7%, BAZ2B inh -3%, APEX1 inh 24% and POLH inh -1%.
For O=C1CCC(=O)N1c1ccc(NCCc2cccc(F)c2)c([N+](=O)[O-])c1 the results were POLI inh -13%, POLB inh 3%, POLK inh -4%, G9a inh -1%, BLM helicase inh -1%, Apoferritin bind -19%, BAZ2B inh 10%, APEX1 inh -1% and POLH inh -14%.
Screening CCOC(=O)c1c(C)[n+](-c2ccc(C)cc2)c(CC)c2cc(OC)c(OC)cc12 returned POLI inh 31%, POLB inh 1%, POLK inh 10%, G9a inh 23%[2.33 µM], BLM helicase inh -7%, Apoferritin bind 14%, BAZ2B inh 2%, APEX1 inh -7% and POLH inh -11%.
For COc1ccc(C(=O)N(C)C2CCN(C)CC2)cc1S(=O)(=O)Nc1cc(Cl)ccc1Cl the results were POLI inh 66%[activator], POLB inh -20%, POLK inh 16%, G9a inh -26%, BLM helicase inh -3%, Apoferritin bind -10%, BAZ2B inh -12%, APEX1 inh 1% and POLH inh -3%.
`CCc1cc2c(=O)c(-c3nc4ccccc4n3C)c(C(C)C)oc2c(CN2CCN(C)CC2)c1O` gave POLI inh 20%, POLB inh 2%, POLK inh 4%, G9a inh 0%[59 µM], BLM helicase inh 5%, Apoferritin bind 10%, BAZ2B inh -5%, APEX1 inh -2% and POLH inh -22%.
`COc1ccc(N2C(=O)C3C4C=CC(C4)C3C2=O)nn1` (stereo not drawn) gave POLI inh 17%, POLB inh 8%, POLK inh -3%, G9a inh 14%[12.7 µM], BLM helicase inh 0%, Apoferritin bind -10%, BAZ2B inh -2%, APEX1 inh -5% and POLH inh -13%.
For CCCc1cc(C(=O)Nc2sc(C(C)=O)c(C)c2C(=O)OCC)no1 the results were POLI inh 17%, POLB inh 6%, POLK inh 13%, G9a inh inconclusive, BLM helicase inh 3%, Apoferritin bind 15%, BAZ2B inh -3%, APEX1 inh 8% and POLH inh -10%.
For COc1cc(CNC(=O)c2ccc(NC(=O)N3CCCCc4ccccc43)cc2)cc(OC)c1OC the results were POLI inh inconclusive, POLB inh -3%, POLK inh -25%, G9a inh 7%[59 µM], BLM helicase inh -3%, Apoferritin bind inconclusive, BAZ2B inh -19% and POLH inh -16%.
For Nc1cc(C(F)(F)F)ccc1N1CCOCC1 the results were POLI inh 123%[activator], POLB inh 10%, POLK inh -4%, G9a inh 50µM*, BLM helicase inh 1%, Apoferritin bind -7%, BAZ2B inh -19%, APEX1 inh -5% and POLH inh 0%.
O=C1CCCC(=O)N1c1ccc(N2CCN(c3ccc([N+](=O)[O-])cc3)CC2)c([N+](=O)[O-])c1 was read as POLB inh 7%, G9a inh -5%, BLM helicase inh 1%, Apoferritin bind 3%, BAZ2B inh -5% and APEX1 inh -2%.
Screening CN(C)c1ncnc2sc(-c3ccccc3)cc12 returned POLI inh 27%, POLB inh inconclusive, POLK inh -4%, G9a inh 89%[activator], BLM helicase inh 1%, Apoferritin bind -9%, BAZ2B inh 10%, APEX1 inh 7% and POLH inh 1%.
CCOc1cc(CNC(=O)NC2COc3ccc(OC)cc3C2)cc(OCC)c1OCC (stereo not drawn) was read as POLI inh -1%, POLB inh 1%, POLK inh -7%[60.1 µM], G9a inh 6%[59 µM], BLM helicase inh -2%, Apoferritin bind -16%, BAZ2B inh 4% and POLH inh 5%.
Clc1ccccc1CSc1nncn1-c1cccnc1 was read as POLB inh 0%, G9a inh 21%, BLM helicase inh 1%, Apoferritin bind -16%, BAZ2B inh -6% and APEX1 inh 6%.

Gathered by group, the compounds so far with an aryl methoxy group.
Screening CCOC(=O)c1c(C)[n+](-c2ccc(C)cc2)c(CC)c2cc(OC)c(OC)cc12 returned POLI inh 31%, POLB inh 1%, POLK inh 10%, G9a inh 23%[2.33 µM], BLM helicase inh -7%, Apoferritin bind 14%, BAZ2B inh 2%, APEX1 inh -7% and POLH inh -11%.
For COc1ccc(C(=O)N(C)C2CCN(C)CC2)cc1S(=O)(=O)Nc1cc(Cl)ccc1Cl the results were POLI inh 66%[activator], POLB inh -20%, POLK inh 16%, G9a inh -26%, BLM helicase inh -3%, Apoferritin bind -10%, BAZ2B inh -12%, APEX1 inh 1% and POLH inh -3%.
`COc1ccc(N2C(=O)C3C4C=CC(C4)C3C2=O)nn1` (stereo not drawn) gave POLI inh 17%, POLB inh 8%, POLK inh -3%, G9a inh 14%[12.7 µM], BLM helicase inh 0%, Apoferritin bind -10%, BAZ2B inh -2%, APEX1 inh -5% and POLH inh -13%.
For COc1cc(CNC(=O)c2ccc(NC(=O)N3CCCCc4ccccc43)cc2)cc(OC)c1OC the results were POLI inh inconclusive, POLB inh -3%, POLK inh -25%, G9a inh 7%[59 µM], BLM helicase inh -3%, Apoferritin bind inconclusive, BAZ2B inh -19% and POLH inh -16%.
CCOc1cc(CNC(=O)NC2COc3ccc(OC)cc3C2)cc(OCC)c1OCC (stereo not drawn) was read as POLI inh -1%, POLB inh 1%, POLK inh -7%[60.1 µM], G9a inh 6%[59 µM], BLM helicase inh -2%, Apoferritin bind -16%, BAZ2B inh 4% and POLH inh 5%.

Going on with the list:
Screening COc1cccc(OC)c1C(=O)Nc1ccc(S(=O)(=O)Nc2ncccn2)cc1 returned POLI inh -19%, POLB inh -1%, POLK inh -3%, BLM helicase inh 7%, Apoferritin bind -5%, BAZ2B inh 9%, APEX1 inh -5% and POLH inh 0%.
`COC(=O)CSc1ccc(S(=O)(=O)N2CCCCCC2)cc1[N+](=O)[O-]` gave POLI inh -3%, POLB inh 16%, POLK inh -2%, G9a inh 6%, BLM helicase inh 3%, Apoferritin bind -13%, BAZ2B inh -13%, APEX1 inh 0% and POLH inh 5%.
Cn1cnc2cc(NCc3ccc(Cl)cc3)ccc21 was read as POLI inh 18%, POLB inh 39%, POLK inh -6%, G9a inh 45µM*, BLM helicase inh 0%, Apoferritin bind -6%, BAZ2B inh inconclusive, APEX1 inh 11% and POLH inh -16%.
`Cc1nn(-c2ccccc2)c(NC(=O)c2cccs2)c(-c2ccccc2Cl)c1=O` gave POLI inh 39%[activator], POLB inh -7%, POLK inh -12%, G9a inh 1%, BLM helicase inh 0%, Apoferritin bind 0%, BAZ2B inh -13%, APEX1 inh 3% and POLH inh -15%.

Some of these compounds in order of count of non-hydrogen atoms, rising:
Cn1cnc2cc(NCc3ccc(Cl)cc3)ccc21 was read as POLI inh 18%, POLB inh 39%, POLK inh -6%, G9a inh 45µM*, BLM helicase inh 0%, Apoferritin bind -6%, BAZ2B inh inconclusive, APEX1 inh 11% and POLH inh -16%.
`COC(=O)CSc1ccc(S(=O)(=O)N2CCCCCC2)cc1[N+](=O)[O-]` gave POLI inh -3%, POLB inh 16%, POLK inh -2%, G9a inh 6%, BLM helicase inh 3%, Apoferritin bind -13%, BAZ2B inh -13%, APEX1 inh 0% and POLH inh 5%.
For COc1cc(CNC(=O)c2ccc(NC(=O)N3CCCCc4ccccc43)cc2)cc(OC)c1OC the results were POLI inh inconclusive, POLB inh -3%, POLK inh -25%, G9a inh 7%[59 µM], BLM helicase inh -3%, Apoferritin bind inconclusive, BAZ2B inh -19% and POLH inh -16%.

Compound activity (PubChem)

Not all compounds are listed; count on the stated rates, not on these rows.
